# PAD4 FP inh: blocks human protein arginine deiminase 4 | Q9UM07 | recombinant PAD4, RCA probe fluorescence polarization | inhibition, % at 6.36 µM | hit rate 0.41% among 330,000 | AID 485272;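 active = percent inhibition above a cutoff equal to the mean of all tested compounds plus 3 SD, cut at about 15% in these data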;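 note: 0% = PAD4 with RCA probe and DMSO and 100% = probe without PAD4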
# PREPL inh: inhibits the human prolyl oligopeptidase-like enzyme; Q4J6C6; recombinant PREPL, fluorescence polarization activity-based probe; inhibition, % at 5.96 µM; hit rate 0.68% among 320,000; AID 2751; in the data active = inhibition above about 43%;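 note: 0% = enzyme with DMSO and 100% = wells lacking enzyme; many of its hits are not listed in these tables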
# EBNA-1 inh: blocks EBNA-1 binding to DNA; hit rate 0.34% among 300,000; EBNA-1 DNA binding, fluorescence polarization; inhibition, % at 14.8 µM; AID 1950; in the data active = inhibition above about 28%
# LYPLA2 counter: blocks human lysophospholipase 2, a PME1 counter-screen; O95372; recombinant LYPLA2, FP-Rh probe fluorescence polarization; inhibition, % at 5.9 µM; hit rate 0.38% among 320,000;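 active = inhibition above the screen-wide mean plus 3 SD, limit set per campaign, cut at about 26% in these data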;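 note: 0% = LYPLA2 with DMSO and 100% = wells lacking LYPLA2 enzyme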
# Target sequence (O95372 whole entry, looked up): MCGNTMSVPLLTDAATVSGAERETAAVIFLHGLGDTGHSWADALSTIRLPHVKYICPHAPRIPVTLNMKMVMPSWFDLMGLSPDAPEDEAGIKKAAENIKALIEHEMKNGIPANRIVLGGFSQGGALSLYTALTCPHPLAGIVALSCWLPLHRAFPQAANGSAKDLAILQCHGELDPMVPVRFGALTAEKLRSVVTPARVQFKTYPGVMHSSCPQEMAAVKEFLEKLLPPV
# ZTA DNA inh: counter-screen for EBNA-1 inhibitors: inhibitors of Epstein-Barr virus ZTA | P03206 | inhibition, % at 11 µM | hit rate 0.15% among 320,000 | ZTA-DNA binding, fluorescence polarization; in the data active = inhibition above about 33%
# LYPLA1 inh: LYPLA1 (human) inhibition in PME1 counter-screen. recombinant LYPLA1, FP-Rh probe fluorescence polarization. O75608. AID 2174. hit rate 0.16% among 320,000. inhibition, % at 5.9 µM;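 active = inhibition above the mean of all tested compounds plus 3 SD, set per campaign, cut at about 14% in these data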;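 note: inhibitors block serine hydrolase probe labeling of LYPLA1 so polarization falls; 0% = enzyme with DMSO and 100% = wells lacking LYPLA1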
# Target sequence (O75608 whole entry, looked up): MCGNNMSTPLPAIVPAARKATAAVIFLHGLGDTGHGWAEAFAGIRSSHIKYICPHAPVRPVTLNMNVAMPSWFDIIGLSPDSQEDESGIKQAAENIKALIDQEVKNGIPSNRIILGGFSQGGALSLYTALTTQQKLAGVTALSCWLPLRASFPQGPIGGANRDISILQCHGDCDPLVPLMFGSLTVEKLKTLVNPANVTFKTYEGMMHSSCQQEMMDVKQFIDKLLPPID
# PAFAH2 FP inh: inhibitors of human PAFAH2; Q99487; recombinant PAFAH2, FP-rhodamine activity probe, fluorescence polarization; inhibition, % at 3.39 µM; hit rate 0.99% among 340,000; AID 492956;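 active = inhibition above the mean over all tested compounds plus 3 SD, cut at about 30% in these data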;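 note: inhibitors block probe labeling of enzyme so polarization drops; 0% = enzyme with DMSO and 100% = wells lacking PAFAH2 protein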
# PAFAH1B3 inh: blocks human PAF acetylhydrolase 1B catalytic subunit 3; recombinant PAFAH1B3, FP-rhodamine probe, fluorescence polarization; inhibition, % at 3.39 µM; hit rate 0.28% among 340,000;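 active = inhibition above the screen-wide average of all tested compounds plus 3 SD, cut at about 25% in these data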;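 note: 0% = enzyme with DMSO only and 100% = wells lacking PAFAH1B3 protein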
# Target sequence (Q15102 whole entry, looked up): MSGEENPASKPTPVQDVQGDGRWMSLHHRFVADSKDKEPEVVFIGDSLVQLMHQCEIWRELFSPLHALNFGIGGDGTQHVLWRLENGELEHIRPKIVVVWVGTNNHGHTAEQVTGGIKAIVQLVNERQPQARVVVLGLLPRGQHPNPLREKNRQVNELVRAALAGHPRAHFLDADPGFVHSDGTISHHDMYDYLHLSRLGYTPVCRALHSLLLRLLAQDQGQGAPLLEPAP
# GSTO1 inh: counter-screen for RBBP9 inhibitors: inhibitors of human GSTO1 | P78417 | recombinant GSTO1, activity-based probe fluorescence polarization | inhibition, % at 5.96 µM | hit rate 1.1% among 300,000 | AID 1974;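 active = inhibition above the campaign mean inhibition plus 3 SD, cut at about 35% in these data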;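 note: 0% = GSTO1-1 with DMSO and 100% = wells lacking GSTO1-1 enzyme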
# Target sequence (P78417 whole entry, looked up): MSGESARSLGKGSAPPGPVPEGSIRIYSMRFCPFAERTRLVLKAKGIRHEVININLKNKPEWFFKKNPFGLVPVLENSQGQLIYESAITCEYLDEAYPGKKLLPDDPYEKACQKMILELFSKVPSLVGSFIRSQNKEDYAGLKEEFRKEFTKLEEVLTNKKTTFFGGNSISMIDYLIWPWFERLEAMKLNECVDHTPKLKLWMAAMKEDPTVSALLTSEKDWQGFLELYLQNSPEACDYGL
# The depositor's hits bear a star; . = not tested or not shown.
no.	mol	PAD4 FP inh	PREPL inh	EBNA-1 inh	LYPLA2 counter	ZTA DNA inh
1	O=C(CN1CCC(Cc2ccccc2)CC1)Nc1ccc2c(c1)OCCO2	0	6	5	3	8
2	Cc1cc(C)n2nc(SCC(=O)NC3CCCCC3)nc2n1	-4	-4	7	4	16
3	CN(CCC#N)C(=O)CC(Cc1ccccc1)C1CCOC(C)(C)C1 (stereo not drawn)	-4	8	-1	12	-5
4	Cc1ccc(S(=O)(=O)N2CCN(c3c([N+](=O)[O-])cc(C(F)(F)F)cc3[N+](=O)[O-])CC2)cc1	-2	7	-7	0	-21
5	Cc1ccc(S(=O)(=O)NCCC(=O)N2CCN(c3cccc(Cl)c3)CC2)cc1C	3	13	15	20	-6
6	Cc1ccc(-c2nnn(CC(=O)N(c3ccccc3)C(C(=O)NCC3CCCO3)c3ccc(Cl)cc3)n2)cc1 (stereo not drawn)	-2	1	5	0	13
7	NC(=O)COC(=O)c1ccc(NS(=O)(=O)c2ccc3c(c2)OCCO3)cc1	-3	13	-10	4	-6
8	COc1ccc(N2C(=O)C(CN3CCCCC3)C2c2ccccc2)cc1 (stereo not drawn)	-3	15	4	-3	3
9	COc1ccc2c(c1)c1nc(SCC(C)C)n(CCO)c(=O)c1n2C	-1	13	-1	-2	-17
10	CCn1c(=N)c(C(=O)NCCCOC)cc2c(=O)n3cccc(C)c3nc21	-2	18	1	1	6
11	COc1ccc(C2=NOC(Cn3nc(-c4ccccc4)cc3C(=O)O)C2)cc1 (stereo not drawn)	-1	8	.	-3	-1
12	Cc1cc(C)n(-c2ccc(C(C)C)cc2)c(=O)c1C#N	2	7	-11	-2	16

no.	LYPLA1 inh	PAFAH2 FP inh	PAFAH1B3 inh	GSTO1 inh
1	0	.	.	-6
2	-1	12	9	-3
3	3	-5	4	1
4	-1	-2	2	-3
5	1	6	5	4
6	-2	-9	4	6
7	1	4	2	-6
8	-5	6	-5	2
9	-1	-2	1	-6
10	0	3	6	1
11	1	0	3	.
12	-3	-6	-3	0

no.	mol	PAD4 FP inh	PREPL inh	EBNA-1 inh	LYPLA2 counter	ZTA DNA inh
13	O=C(CSc1ccc2nnc(-c3cccnc3)n2n1)Nc1cccc(F)c1	1	-40	11	6	5
14	O=C(COC(=O)COc1ccc2c(c1)CCC2)Nc1ccccc1	2	2	.	-6	3
15	Cc1nc2ccccc2c(=O)n1NC(=O)c1ccccc1Cl	0	18	3	-2	11
16	CN(CC1CCCO1)S(=O)(=O)c1ccc(C(=O)Nc2ccc(F)cc2)cc1 (stereo not drawn)	2	5	4	4	13
17	CCc1ccc(N(CC(=O)NCCc2ccccc2)C(=O)CCC(=O)Nc2ccccn2)cc1	1	-25	-5	1	6
18	CCN1CCN(CCNC(=O)c2ccc(CS(=O)c3ccc(Br)cc3)o2)CC1 (stereo not drawn)	-1	-4	8	-5	-1
19	CNC(=O)Cn1c(C)cc(=O)c2cccc(C)c21	-1	1	-7	0	12
20	COc1ccccc1NC(=O)C/C(N)=N/O	-4	-1	-6	3	-10
21	O=[N+]([O-])c1ccc2ncnc(Nc3ccc4c(c3)OCCO4)c2c1	-2	6	8	1	14
22	COc1cc(-c2nc(C)c(C(C)=O)n2O)ccc1OCC(=O)Nc1ccc(F)cc1	-10	1	-9	5	-11
23	COc1ccccc1N1CCN(C(=O)C2CCCCN2S(=O)(=O)c2ccc(C)cc2)CC1 (stereo not drawn)	4	1	-1	3	0
24	O=S(=O)(Nc1ccc(Oc2ncccn2)c(Cl)c1)c1ccc(F)cc1	-4	-5	4	4	16

no.	LYPLA1 inh	PAFAH2 FP inh	PAFAH1B3 inh	GSTO1 inh
13	0	2	-5	-3
14	0	1	7	.
15	-2	3	-2	3
16	-2	-2	9	2
17	-3	2	-2	1
18	-4	4	10	8
19	2	.	.	5
20	8	1	3	3
21	2	0	7	12
22	1	3	10	12
23	9	-1	3	2
24	0	2	8	-2

no.	mol	PAD4 FP inh	PREPL inh	EBNA-1 inh	LYPLA2 counter	ZTA DNA inh
25	O=C(Cc1ccccc1)NNC(=O)Nc1cccc(Cl)c1	3	-2	-7	-3	-9
26	Cc1cccc(C2c3[nH]c4ccccc4c3CCN2C(=O)CN2CCOC2=O)n1 (stereo not drawn)	-24	3	-7	-1	-11
27	COc1cccc(-c2nnc(SCC(=O)Nc3cc(C)on3)n2C)c1	2	7	9	3	-7
28	O=C(NC1CCS(=O)(=O)C1)c1cccs1 (stereo not drawn)	-12	6	-14	-1	-7
29	COc1ccc(-c2cc(C3CCN(C(=O)OC(C)(C)C)CC3)[nH]n2)cc1	-1	12	0	27*	-3
30	CCOC(=O)C1CCCN(C(=O)CN2C(=O)COc3ccc(C(C)(C)C)cc32)C1 (stereo not drawn)	-4	1	-17	-16	-5
31	NS(=O)(=O)c1ccc(NC(=O)/C=C/c2ccco2)cc1	-5	-1	2	-8	-8
32	CCc1sc(NC(=O)CN2CCC(C(N)=O)CC2)nc1-c1ccccc1	2	-4	3	-3	-2
33	CCn1c(Cc2ccccc2)nnc1SCC(=O)Nc1ccc2c(c1)OCO2	0	24	1	6	0
34	CC(=O)Cc1nsc(NC(=O)c2cccs2)n1	0	3	1	3	11
35	O=C(COc1ccc2ccccc2c1)Nc1ccccc1C(=O)O	-3	-8	-2	-2	2
36	O=C(N/N=C/c1ccc2c(c1)OCO2)C1CC1	3	14	-14	-3	-3

no.	LYPLA1 inh	PAFAH2 FP inh	PAFAH1B3 inh	GSTO1 inh
25	-1	-2	-3	0
26	1	5	-1	-15
27	0	5	14	7
28	1	-7	2	-5
29	6	6	-2	8
30	-5	-8	5	9
31	-3	4	3	2
32	1	2	13	4
33	-1	7	1	-6
34	0	1	8	-5
35	2	-21	3	-24
36	4	-4	-1	1

no.	mol	PAD4 FP inh	PREPL inh	EBNA-1 inh	LYPLA2 counter	ZTA DNA inh
37	COc1cccc(-c2sc3ccc(OC)cc3c2C#CC2(O)CCCCC2)c1	3	5	.	-35	2
38	COc1ccc(/C=C/C(=O)c2cc3cccc(OC)c3oc2=O)cc1	-2	-6	8	-15	6
39	O=C(COc1ncnc2ccccc12)Nc1cc([N+](=O)[O-])ccc1F	-4	0	0	6	0
40	O=C(COC(=O)C1CCCCC1C(=O)N1CCc2ccccc21)NCc1ccco1 (stereo not drawn)	2	0	-6	2	-10
41	NC(=O)Nc1ccc(C(=O)OCC(=O)NCc2ccc3c(c2)OCO3)cc1	-6	-1	.	-3	-11
42	CN(C)c1cc(C(F)(F)F)nc(-c2ccccn2)n1	0	12	-7	1	-3
43	O=c1[nH]c2ccccc2nc1/C=C/c1ccccc1	-3	-2	5	-7	18
44	Cc1nn(CC(=O)N2CCOCC2)c(=O)c2ccccc12	8	3	1	4	-17
45	Cc1cc(=O)[nH]c(SCC(=O)NC(c2ccccc2)c2ccccc2)n1	1	2	2	0	9
46	O=C(O)CC(NC(=O)C(c1ccccc1)c1ccccc1)c1ccc(F)cc1 (stereo not drawn)	-6	4	-9	10	-22
47	CC1(C)CC(=O)C2=C(C1)OC1OC(=O)CC21C (stereo not drawn)	3	2	-2	-5	2
48	CN(C)S(=O)(=O)c1ccc(NC(=O)CSc2nc3ccccc3n2-c2ccccc2)cc1	0	3	-4	-60	-2

no.	LYPLA1 inh	PAFAH2 FP inh	PAFAH1B3 inh	GSTO1 inh
37	-15	-10	-15	.
38	-7	2	-3	-2
39	2	-9	4	12
40	1	11	3	4
41	1	27	-1	.
42	-4	0	4	2
43	-3	2	0	1
44	1	7	-3	-9
45	-2	-1	4	-9
46	2	5	4	-1
47	-2	-8	2	5
48	-24	-27	-19	-17

# Just PAD4 FP inh, for some of the entries so far:
item | smiles | PAD4 FP inh
46 | O=C(O)CC(NC(=O)C(c1ccccc1)c1ccccc1)c1ccc(F)cc1 (stereo not drawn) | -6
47 | CC1(C)CC(=O)C2=C(C1)OC1OC(=O)CC21C (stereo not drawn) | 3
48 | CN(C)S(=O)(=O)c1ccc(NC(=O)CSc2nc3ccccc3n2-c2ccccc2)cc1 | 0

# More structures.
no.	mol	PAD4 FP inh	PREPL inh	EBNA-1 inh	LYPLA2 counter	ZTA DNA inh
49	O=C(O)CN(c1ccccn1)S(=O)(=O)c1ccc(Cl)cc1	2	-6	8	6	22
50	COc1ccc(-c2cnnn2-c2ccc(NC(=O)c3ccc(S(=O)(=O)N4CCCCC4)cc3)cc2)cc1	-2	0	1	-48	-9
51	O=C(c1cccc(F)c1)N1CCC(N2CCOCC2)CC1	-5	-5	-3	0	-11
52	CC(=O)c1ccc(NC(=O)NC2CCCc3ccccc32)cc1 (stereo not drawn)	-5	-1	1	-14	-6

no.	LYPLA1 inh	PAFAH2 FP inh	PAFAH1B3 inh	GSTO1 inh
49	0	1	7	-1
50	-36	-60	-42	-3
51	-2	3	5	4
52	-1	1	-1	-1

# Six of the compounds above, with bars between the fields:
item | SMILES | PAD4 FP inh | PREPL inh | EBNA-1 inh | LYPLA2 counter | ZTA DNA inh | LYPLA1 inh | PAFAH2 FP inh | PAFAH1B3 inh | GSTO1 inh
17 | CCc1ccc(N(CC(=O)NCCc2ccccc2)C(=O)CCC(=O)Nc2ccccn2)cc1 | 1 | -25 | -5 | 1 | 6 | -3 | 2 | -2 | 1
18 | CCN1CCN(CCNC(=O)c2ccc(CS(=O)c3ccc(Br)cc3)o2)CC1 (stereo not drawn) | -1 | -4 | 8 | -5 | -1 | -4 | 4 | 10 | 8
19 | CNC(=O)Cn1c(C)cc(=O)c2cccc(C)c21 | -1 | 1 | -7 | 0 | 12 | 2 | . | . | 5
20 | COc1ccccc1NC(=O)C/C(N)=N/O | -4 | -1 | -6 | 3 | -10 | 8 | 1 | 3 | 3
21 | O=[N+]([O-])c1ccc2ncnc(Nc3ccc4c(c3)OCCO4)c2c1 | -2 | 6 | 8 | 1 | 14 | 2 | 0 | 7 | 12
22 | COc1cc(-c2nc(C)c(C(C)=O)n2O)ccc1OCC(=O)Nc1ccc(F)cc1 | -10 | 1 | -9 | 5 | -11 | 1 | 3 | 10 | 12

# Only part of the results is shown. The share of hits here may be higher or lower than overall.
